Screening data (PubChem BioAssay)
PG9 Ab binder: PG9 antibody binding by small molecule; TR-FRET gp120-PG9 antibody binding; 0.43% of 360,000 active; inhibition, % at 6.7 µM; AID 624416; in the data active = inhibition above about 8.5%
SIAE inh: blocks human sialic acid acetylesterase. AID 1053197. inhibition, % at 9.66 µM. Q9HAT2. SIAE FP-Rh probe binding, fluorescence polarization. 0.69% of 370,000 active;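 active = inhibition above a cutoff: mean of compounds within the control limits plus 3 SD of those, cut at about 17% in these data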;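 note: 0% = plate median of compound wells and 100% = probe without SIAE protein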
Tn7 DDE FP: disrupts Tn7 cyclic peptide binding to fibrin D-Dimer-E complex | inhibition, % at 8.3 µM | 0.13% of 370,000 active | P02675 | FP displacement of FITC-Tn7 peptide from fibrin DD(E); 0% = median of compound wells per plate;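 active = inhibition above the mean of compounds falling within the control limits plus 3 SD of them, cut at about 14% in these data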;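 note: 0% = plate median of compound wells and 100% = 10 µM Aha-Tn7 peptide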
Target sequence (P02675 whole entry, looked up): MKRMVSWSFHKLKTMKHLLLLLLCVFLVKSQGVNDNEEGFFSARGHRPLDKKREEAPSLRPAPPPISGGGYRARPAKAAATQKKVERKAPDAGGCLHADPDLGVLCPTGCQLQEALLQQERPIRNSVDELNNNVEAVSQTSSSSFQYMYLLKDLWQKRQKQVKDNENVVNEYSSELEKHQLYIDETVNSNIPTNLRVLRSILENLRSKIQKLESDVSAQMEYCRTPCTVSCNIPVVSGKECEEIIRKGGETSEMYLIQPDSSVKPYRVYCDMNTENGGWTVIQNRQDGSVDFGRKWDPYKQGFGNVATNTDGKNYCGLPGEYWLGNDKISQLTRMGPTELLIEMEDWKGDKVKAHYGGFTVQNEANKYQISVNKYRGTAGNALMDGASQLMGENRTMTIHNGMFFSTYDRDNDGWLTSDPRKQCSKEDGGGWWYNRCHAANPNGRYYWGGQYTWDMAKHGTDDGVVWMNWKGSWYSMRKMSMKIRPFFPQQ
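Assay system: human fibrin DD(E). Input: DD(E) 2 µM final. Medium: Tris buffer with calcium and detergent, pH 7.8. Compound dosing: single point at 8.3 µM. Timing: 10 min plus 3 h, room temperature. Technique: fluorescence polarization of the labelled Tn7 tracer. Read-out: percent inhibition. Replicates: singlicate testing.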
TDP2 absorb: TDP2 (human) inhibition, absorbance primary screen | 0.34% of 370,000 active | recombinant TDP2, T5PNP hydrolysis, p-nitrophenol absorbance 415 nm | inhibition, % at 12.8 µM | AID 720702 | O95551;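 active = inhibition above the mean of all tested compounds plus 3 SD, set per campaign, cut at about 25% in these data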;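 note: 0% = DMSO with enzyme and 100% = buffer with substrate but no TDP2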
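System – recombinant human TDP2 · Amount – 120 nM TDP2 per well · Buffer or medium – Mg2+-containing Tris-HCl buffer, pH 7.5 · Reagent – T5PNP substrate, 5 mM · Dosing – 12.8 µM single point, 1% DMSO · Incubation – 2 h at 37 °C · Measured by – epi absorbance · Read-out basis – percent inhibition · Benchmarks – high control without enzyme, low control DMSO plus TDP2 · Repeats – singlicate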
HTRA1 inh: HTRA1 (human) protease inhibition; Q92743; recombinant HTRA1, FP-rhodamine activity-based probe, fluorescence polarization; inhibition, % at 5.96 µM; 0.5% of 340,000 active; in the data active = inhibition above about 36%;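 note: 0% = enzyme with DMSO and 100% = wells lacking enzyme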
PRMT1 FP inh: inhibitors of human PRMT1; Q99873; recombinant PRMT1, activity-based probe fluorescence polarization; inhibition, % at 2.79 µM; 1.3% of 370,000 active; AID 652257;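 active = inhibition above about 21% made by adding two undisclosed values, limit read from the data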
Target sequence (Q99873 whole entry, looked up): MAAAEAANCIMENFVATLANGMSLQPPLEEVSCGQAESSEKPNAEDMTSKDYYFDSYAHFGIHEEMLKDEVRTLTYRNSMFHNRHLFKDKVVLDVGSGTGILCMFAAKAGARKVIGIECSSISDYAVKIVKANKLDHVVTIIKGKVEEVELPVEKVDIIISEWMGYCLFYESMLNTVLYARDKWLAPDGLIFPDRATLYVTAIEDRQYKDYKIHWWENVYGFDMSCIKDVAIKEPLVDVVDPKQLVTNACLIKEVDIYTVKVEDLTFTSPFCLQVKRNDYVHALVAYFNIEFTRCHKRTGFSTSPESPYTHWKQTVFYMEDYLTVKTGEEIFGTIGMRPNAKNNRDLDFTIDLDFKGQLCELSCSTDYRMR
mABHD4 FP: inhibits mouse alpha/beta hydrolase domain 4 | Q8VD66 | purified mABHD4, FP-Rh probe fluorescence polarization | inhibition, % at 8.92 µM | 0.54% of 370,000 active | AID 720543;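 active = inhibition exceeding the mean over every tested compound plus 3 SD, cut at about 30% in these data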;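 note: 0% = plate median of compound wells and 100% = S159A mutant with DMSO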
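assay system = mABHD4 protein | compound dosing = single nominal dose of 8.92 µM, 0.89% DMSO final | read-out basis = percent inhibition of probe binding, normalized to plate controls | schedule = Enzyme–compound pre-incubation 45 min, then probe 60 min, both 25 °C | detection = fluorescence polarization, excitation 525 nm, emission 598 nm, BODIPY TMR filters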
LEDGF integ inh: blocks HIV-1 LEDGF/p75-dependent DNA integration. inhibition, % at 3.7 µM. 0.64% of 370,000 active. TR-FRET IN-LEDGF/p75 DNA integration, Eu/Cy5;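 active = inhibition above the screen-wide mean plus 3 SD, cut at about 13% in these data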;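 note: signal is the Cy5 over europium emission ratio at 671 and 618 nm; 0% = plate median of compound wells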
TCR-CD3 inh: inhibitors of human TCR-CD3 interaction. TAMRA-labeled TCR probe fluorescence, biochemical. inhibition, % at 9.4 µM. 0.37% of 360,000 active; in the data active = inhibition above about 19%;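 note: recombinant mutant TCR 2C K166C tagged with TAMRA read by polarization; 0% = receptor in buffer alone and 100% = receptor with positive control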
UHRF1 MBD2 ctr: blocks human UHRF1 binding to methylated DNA; AID 687016; 0.75% of 370,000 active; inhibition, % at 4.4 µM; UHRF1 binding to methylated oligo, TR-FRET; in the data active = inhibition above about 21%;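 note: UHRF1 SRA domain binding a hemimethylated CpG hairpin DNA probe; 0% = median of test compound wells and 100% = reference inhibitor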
Numbers without * were called inactive; . = not tested or not shown.

SMILES	PG9 Ab binder	SIAE inh	Tn7 DDE FP	TDP2 absorb	HTRA1 inh	PRMT1 FP inh	mABHD4 FP	LEDGF integ inh	TCR-CD3 inh	UHRF1 MBD2 ctr
CC(C)[C@H](NC(=O)C1(c2ccccc2)CCN(C(=O)OC(C)(C)C)CC1)C(=O)O	0.0	-1.2	-1.9	-4.2	0.1	2.6	3.5	0.8	4.3	1.1
COc1ccccc1C(=O)OCC(=O)NC(=O)NC1CCCC1	-0.9	0.4	-0.9	-9.5	7.1	0.9	-2.3	-6.9	-4.1	-0.3
O=C(CSc1nnc2ccc(-c3ccc(F)cc3)nn12)N1CCOCC1	1.7	3.5	3.7	3.3	0.5	3.2	-3.7	-1.6	-2.3	-0.4
CC(NC(=O)COC(=O)CCc1ccccc1)c1ccccc1 (centres undefined)	-0.1	6.8	11.6	5.9	2.0	2.5	-10.0	0.5	-3.3	5.5
Cc1cc(C)n(C(=O)CNC(=O)c2ccc(Cl)cc2Cl)n1	0.2	-2.1	-0.3	-5.1	-2.3	5.1	1.1	-7.1	-5.8	0.4
O=C(/C=C/c1cccc([N+](=O)[O-])c1)NCCSCc1ccc(Cl)cc1	-3.1	11.1	4.3	15.4	-27.1	3.2	-12.9	0.0	8.3	-0.8
CN(C)c1ccc(/C=N/NC(=O)C2CC2c2ccccc2)cc1 (centres undefined)	-2.2	5.9	5.8	-5.1	5.5	5.0	-9.5	3.4	-8.7	0.0
C(=N/N1CCN(c2ccccc2)CC1)/c1ccncc1	-1.4	-8.8	-10.0	-21.1	1.3	-4.0	-4.4	1.4	-2.9	3.6
Cc1cc(NC(=O)COC(=O)CCNS(=O)(=O)c2ccccc2)n(-c2ccccc2)n1	-4.5	-2.4	-3.6	-4.7	-2.3	-2.7	1.8	2.5	1.0	1.1
CCCCNC(=O)N(O)C1N(/N=C/c2ccccc2OC)C(=S)SC1(C)C (centres undefined)	0.8	7.9	3.0	1.0	-3.1	-3.7	-1.2	-2.9	0.1	-3.5
Cc1cccc(N(C(=O)c2csnn2)C(C(=O)NC(C)(C)C)c2cccnc2)c1 (centres undefined)	-0.8	-0.7	-8.2	-7.6	2.9	0.0	0.2	4.3	-0.8	4.1
COc1ccc(C(CNC(=O)c2cccc(S(=O)(=O)Nc3ccccc3OC)c2)N2CCCCC2)cc1 (centres undefined)	0.6	-0.6	5.6	-4.5	-11.1	1.6	4.4	-4.2	0.8	-1.0
COc1ccc(C(=O)NCC(=O)N2CCN(c3ccc(F)cc3)CC2)cc1	1.0	-3.1	0.3	-12.0	1.3	2.4	5.9	-4.9	-4.9	2.6
CCCNC(=O)C1(C)CCCN(C(=O)/C=C/c2ccccc2)C1 (centres undefined)	-1.4	-1.0	4.5	-0.3	.	-1.7	5.6	-0.9	7.9	0.5
Cc1c(-n2c(SCC(=O)N(C)C3CCS(=O)(=O)C3)nc3ccccc3c2=O)c(=O)n(-c2ccccc2)n1C (centres undefined)	1.2	-1.9	2.4	8.3	7.2	-1.2	4.0	-2.0	0.8	-0.2
Cc1ccc(C)c(NC(=S)N(CCN(C)C)C(C)c2ccccn2)c1 (centres undefined)	0.6	-5.4	-5.8	0.1	4.4	0.4	6.8	-0.8	-6.3	7.3
Fc1ccccc1OCCSc1nnnn1-c1ccccc1	0.6	-5.1	-3.5	21.1	-8.1	-1.5	-13.2	1.8	6.8	-1.2
CN(C)c1ccc(CC(=O)N2CCCCC2c2cc(C(=O)Nc3cccc(C#N)c3)no2)cc1 (centres undefined)	-0.6	1.8	0.8	1.2	.	3.0	-0.4	1.7	0.7	2.9
COc1ccc(CNC(=O)C2CCNCC2)cc1	0.6	-6.0	-1.6	3.9	5.7	1.4	3.5	-0.1	-5.5	1.4
C=CCNC(=S)NNC(=O)CSc1nc2ccccc2s1	0.1	2.7	2.7	1.2	-6.2	5.0	4.2	-1.3	-10.8	3.7
Cc1ccc(C)c(S(=O)(=O)N2CCN(C(=O)/C=C/c3ccco3)CC2)c1	0.8	-5.9	4.3	-3.6	-9.8	10.1	8.3	7.3	6.3	-1.1
CCOc1ccccc1NC(=S)NC(=O)C1CCCCC1	-1.3	-26.0	8.7	-11.1	-20.4	1.5	-7.2	-3.2	4.8	-2.0
O=C(O)c1ccc2c(=O)n3c(nc2c1)/C(=C/c1ccccc1C(F)(F)F)CCCC3	0.0	-5.3	2.0	3.1	-10.8	-3.4	3.0	-0.7	7.6	-3.2
CCc1c(OC(C)=O)c2ccccc2n(C)c1=O	-0.7	4.7	-3.3	-2.0	7.5	0.4	2.4	0.7	0.2	5.0
CCOC(=O)c1c(OCCO)noc1N	-0.5	-1.7	-10.0	-6.4	3.7	0.3	-1.3	4.2	1.9	-0.5
O=C(CCNC(=O)Cn1ccc2ccccc2c1=O)NCC1CCCC1c1ccccc1 (centres undefined)	-0.5	-7.3	-0.3	-8.6	1.5	-2.3	-14.9	9.8	8.4	3.2
CCCCN1C[C@H](c2ccc(Br)cc2)[C@@H](CC(=O)Nc2ccc(Br)cc2)C1=O	-0.9	-5.2	-0.9	-4.4	-22.8	2.9	-2.1	-9.0	-1.1	1.0
Cc1ccccc1NC(=O)CC1SC(=Nc2ccc(O)cc2)NC1=O (centres undefined)	0.9	6.4	-4.2	10.8	13.3	2.3	-2.0	5.4	2.4	13.2
Cc1oc(-c2ccccc2Cl)nc1CSc1nc2c(c(=O)[nH]1)CCC2	2.0	-7.1	9.5	-0.2	-1.3	-0.8	-0.8	-1.6	-0.2	-0.2
CCN1CCN(C(=S)c2ccc(O)cc2)CC1	2.1	-2.9	3.0	-1.3	5.5	80.9*	2.2	-5.4	-2.9	2.0

Structures from the list above with two or more sulfur atoms:
SMILES	PG9 Ab binder	SIAE inh	Tn7 DDE FP	TDP2 absorb	HTRA1 inh	PRMT1 FP inh	mABHD4 FP	LEDGF integ inh	TCR-CD3 inh	UHRF1 MBD2 ctr
CCCCNC(=O)N(O)C1N(/N=C/c2ccccc2OC)C(=S)SC1(C)C (centres undefined)	0.8	7.9	3.0	1.0	-3.1	-3.7	-1.2	-2.9	0.1	-3.5
Cc1c(-n2c(SCC(=O)N(C)C3CCS(=O)(=O)C3)nc3ccccc3c2=O)c(=O)n(-c2ccccc2)n1C (centres undefined)	1.2	-1.9	2.4	8.3	7.2	-1.2	4.0	-2.0	0.8	-0.2
C=CCNC(=S)NNC(=O)CSc1nc2ccccc2s1	0.1	2.7	2.7	1.2	-6.2	5.0	4.2	-1.3	-10.8	3.7

More records
SMILES	PG9 Ab binder	SIAE inh	Tn7 DDE FP	TDP2 absorb	HTRA1 inh	PRMT1 FP inh	mABHD4 FP	LEDGF integ inh	TCR-CD3 inh	UHRF1 MBD2 ctr
CC(=O)C(Sc1nnnn1-c1ccc(O)cc1)c1ccccc1 (centres undefined)	-1.1	-4.7	0.4	-19.1	0.1	15.2	-17.7	7.2	-0.3	1.0
COc1cc(OC)c(N2CC(C(=O)NCCC3=CCCCC3)CC2=O)cc1Cl (centres undefined)	-1.3	-0.3	9.1	8.9	1.2	2.8	3.1	-5.3	-0.1	1.1
N#Cc1c(SCC(N)=O)nc(-c2ccccc2)c2c1CCCC2	4.2	1.8	-5.8	3.7	-6.3	-1.1	-3.5	0.7	-4.2	0.3
CCN(CC)C(=O)CSc1nnc(-c2ccccc2)c(-c2ccccc2)n1	0.3	16.1	-0.5	-5.8	-7.4	-2.8	-15.4	1.0	-2.1	1.4
Cc1c(CCOC(=O)C23CC4CC(CC(C)(C4)C2)C3)sc[n+]1Cc1ccccc1	2.2	-2.8	3.1	-1.0	7.8	-0.4	14.2	1.6	-3.5	1.4
COc1ccccc1C(=O)Nc1ccc2c(c1)nc(CCNC(=O)c1ccccc1)n2C	-0.1	2.0	0.0	-19.2	.	1.1	-9.5	3.0	-2.1	3.1
Cc1cccc(-n2c(Cc3cc(=O)[nH]c(=O)[nH]3)nnc2SCC(=O)NCc2ccco2)c1	0.2	-5.6	-0.9	1.7	-3.4	-0.6	0.4	1.4	6.7	1.6
CCN(CC)CCN(Cc1cc2cc3c(cc2[nH]c1=O)OCCO3)C(=S)NCC(C)C	-0.9	1.4	-2.3	10.6	-2.1	-1.9	-1.1	2.0	0.0	-1.6
CC(C)CNC(=S)N1CCN(C)CC1	3.0	2.2	2.9	-6.6	-2.4	1.4	10.0	0.6	-7.5	4.2
CCOC(=O)Cc1csc(NC(=O)CCc2ccccc2)n1	0.0	3.2	6.6	6.5	-4.2	-1.7	-4.3	-2.4	2.0	1.4
COc1ccc(OC)c(NC(=O)C(CC(=O)O)NCc2ccco2)c1 (centres undefined)	-1.6	10.5	-6.2	0.0	2.3	0.0	9.0	1.9	4.8	4.6
CCCNC(=O)C1CCC(CNS(=O)(=O)c2cccc3nsnc23)CC1 (centres undefined)	-1.7	-11.4	-1.6	0.8	3.6	0.2	0.2	1.3	7.2	-2.4
CS(=O)(=O)N1CCC(CO)(Cc2ccccc2C(F)(F)F)CC1	-0.8	-5.0	-0.8	-3.2	4.7	-1.3	-3.4	3.9	11.0	0.7
Nc1cccc2c1C(=O)N(c1ccccc1)C2=O	-0.3	-1.7	-1.8	4.1	-7.1	5.1	1.1	1.3	-2.8	-1.4
CCc1ccc(OCc2cccc(C(=O)N/N=C\c3cnn(C)c3C)c2)cc1	2.4	4.4	-3.7	10.3	-0.9	-3.7	-6.5	4.5	1.4	-0.8
NNc1ncnc2scc(-c3ccc(Cl)cc3)c12	0.1	1.2	2.9	-1.6	12.1	-1.7	12.7	-1.2	3.3	-6.0
O=C(c1ccc(Cl)c(Cl)c1)N1CCN(c2ccnc3cc(Cl)ccc23)CC1	.	-4.9	4.2	-9.0	.	-3.5	-12.5	3.0	.	1.5
CC1(C(=O)NC23CC4CC(CC(C4)C2)C3)CC1(Cl)Cl (centres undefined)	2.9	-0.7	-3.2	1.2	-5.1	-3.1	2.3	-1.2	4.6	-1.1
COc1ccc(CN2C[C@@H](CO)O[C@@H](n3cnc4c(N5CCN(CCO)CC5)ncnc43)C2)cc1	1.5	3.7	-0.4	8.9	.	2.0	7.2	-3.7	-1.1	4.9
Cc1ccc(S(=O)(=O)N2c3ccccc3OC(C(=O)OC(C)(C)C)(C(=O)OC(C)(C)C)C2CC(=O)c2ccccc2)cc1 (centres undefined)	-1.0	-4.8	6.8	3.1	.	0.2	4.0	-0.1	-10.1	5.8
COc1ccc(NC2CCCN(C(=O)COc3ccc(C(C)=O)cc3)C2)cc1 (centres undefined)	-0.8	12.3	2.0	-9.8	-0.9	-1.9	-6.2	4.9	-1.4	7.2
O=C(Cn1nc(-c2ccccc2)ccc1=O)NCC1COCCO1 (centres undefined)	-1.8	-3.2	3.5	-9.4	-5.4	1.4	1.0	-4.0	3.5	2.1
